USP1 inh: Inhibitors of USP1/UAF1: Primary Screen | Ubiquitin carboxyl-terminal hydrolase 1 (Homo sapiens), O94782 | recombinant USP1/UAF1, Ub-Rhodamine cleavage fluorescence | Potency, µM (titrated, usually from 57.1 µM), without a hit: at the top dose activity change, negative = inhibition, most hits filed as inhibitors | 390,000 compounds, 0.23% hits | AID 743255, 2014; further: potency means the concentration at half of the fitted maximal effect; on the % scale 0 is the no-effect control and ±100 the full control effect; nearly all actives have a fitted effect of over 60% in size; inactives centre near -12
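USP1/UAF1 complex (1 nM) preincubated 15 min at room temperature with compound, then Ub-Rho substrate (150 nM final) added. Kinetic fluorescence at 480/540 nm over 6 reads at 60 s intervals; 50 mM HEPES pH 7.8, 0.5 mM EDTA, 0.1 mg/ml BSA, 1 mM TCEP, 0.01% Tween-20.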
TrxR1 inh: qHTS Assay for Inhibitors of Mammalian Selenoprotein Thioredoxin Reductase 1 (TrxR1): qHTS. Potency, µM (series often up to 114 µM), for the others: at the highest dose activity change, negative = inhibition, hits mostly inhibitors. AID 588453, 2011. 390,000 compounds, 1% hits. Thioredoxin reductase 1, cytoplasmic (Rattus norvegicus), O89049. recombinant rTrxR1, NADPH fluorescence consumption, selenite substrate; further: potency means the concentration at half of the fitted maximal effect; on the % scale 0 is the no-effect control and ±100 the full control effect; nearly all actives have a fitted effect of over 65% in size
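Rat TrxR1 (90 nM in the dispensed reagent) was pre-reduced with 400 uM NADPH for 5 min at room temperature, then incubated with compound for 15 min. After 400 uM selenite was added, NADPH fluorescence (Ex 340/Em 450 nm) was followed for 8 min.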
IDH1 R132H inh: qHTS for Inhibitors of mutant isocitrate dehydrogenase 1 (IDH1): qHTS | Isocitrate dehydrogenase [NADP] cytoplasmic (Homo sapiens), O75874 | IDH1-R132H enzyme, NADPH consumption, diaphorase/resazurin fluorescence | Potency, µM (highest dose often 76.6 µM), inactives show at the top dose activity change, negative = inhibition, actives largely listed as inhibitors | 390,000 compounds, 0.093% hits | AID 602179, 2012; further: potency means the concentration at half of the fitted maximal effect; on the % scale 0 is the no-effect control and ±100 the full control effect; nearly all actives have a fitted effect of over 65% in size
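IDH1-R132H (0.5 ug/mL) preincubated 30 min with compound, then NADPH (0.016 mM) and alpha-KG (2 mM) added; 80 min at RT, pH 7.5. Remaining NADPH coupled via diaphorase/resazurin to fluorescence (540/590 nm); concentration-response curves normalized to no-enzyme control.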
D2 ag: HTS Assay for Allosteric Agonists of the Human D2 Dopamine Receptor: Primary Screen for Agonists; D(2) dopamine receptor (Homo sapiens), P14416; HEK293 T-REx D2 cells, calcium flux agonist mode; activation, % at 2 µM; 340,000 compounds, 0.53% hits; AID 485358, 2010;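 active means activation over 3 SD above normal in the single-dose calcium agonist read, cut at about 30% in these data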; further: 0% is about no effect
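Tetracycline-induced HEK293 Trex cells with D2 receptor force-coupled to calcium signaling, plated overnight at 30 C and loaded with no-wash calcium dye. Calcium flux read kinetically for 180 s after compound addition; responses flag agonists.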
TRHR PAM: qHTS for Small Molecule Agonists and Allosteric Enhancers of Human TRH Receptor: Primary Screen for Enhancers; TRHR cells, fluo-8 calcium fluorescence, EC20 TRH enhancement; enhancement, % at 2 µM; 360,000 compounds, 0.66% hits; in the data active means enhancement above about 30%; further: 0% is about no effect
Target sequence (P34981 whole entry, looked up): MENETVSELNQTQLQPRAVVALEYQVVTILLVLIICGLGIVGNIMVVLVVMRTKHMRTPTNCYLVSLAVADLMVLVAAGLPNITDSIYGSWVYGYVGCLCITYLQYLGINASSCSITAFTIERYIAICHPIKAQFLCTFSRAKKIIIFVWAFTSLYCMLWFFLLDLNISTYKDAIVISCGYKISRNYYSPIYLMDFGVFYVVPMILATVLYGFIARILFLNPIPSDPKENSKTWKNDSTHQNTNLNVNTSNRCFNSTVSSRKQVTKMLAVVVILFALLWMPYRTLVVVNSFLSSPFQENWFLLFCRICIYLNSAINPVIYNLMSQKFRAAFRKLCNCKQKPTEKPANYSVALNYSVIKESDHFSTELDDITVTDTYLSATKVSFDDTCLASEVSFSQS
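Enhancer read-out: after compound pinning and an initial kinetic agonist-mode read, an EC20 of TRH (10 nM final) was injected and fluo-8 calcium signal (Ex 480/Em 530) followed at 1 s/cycle for 100 cycles in TRHR-expressing cells.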
D2 antagonist: HTS Assay for Allosteric Antagonists of the Human D2 Dopamine Receptor: Primary Screen for Antagonists. D(2) dopamine receptor (Homo sapiens), P14416. HEK293 TREx D2 cells, calcium flux, dopamine EC80. inhibition, % at 10 µM. 340,000 compounds, 2% hits. AID 485344, 2010; in the data active means inhibition above about 30%; further: 0% is about no effect
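Measurement of antagonist activity uses fluorescent calcium dye in inducible HEK293 T-REx D2 cells: 10 s baseline, compound addition with 180 s read, EC80 dopamine addition with a further 180 s read.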
TrxR1 substrate: qHTS Assay for Substrates of Mammalian Selenoprotein Thioredoxin Reductase 1 (TrxR1): qHTS; 390,000 compounds, 0.01% hits; purified TrxR1 substrate turnover, NADPH consumption readout; Potency, µM (top dose mostly 114 µM), inactives show top-dose activity change, negative = substrate turnover; further: potency means the concentration at half of the fitted maximal effect; on the % scale 0 is the no-effect control and ±100 the full control effect; nearly all actives have a fitted effect of over 50% in size
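Rat TrxR1, dispensed at 90 nM, was prereduced with 400 uM NADPH (final) for 5 min at ~22 deg C, then incubated with compound 15 min before 400 uM selenite. A first-read NADPH fluorescence drop versus no-compound background flagged substrates.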
TRHR agonist: qHTS for Small Molecule Agonists and Allosteric Enhancers of Human TRH Receptor: Primary Screen for Agonists. Thyrotropin-releasing hormone receptor (Homo sapiens), P34981. AID 493084, 2011. TRHR cells, calcium flux fluo-8, FDSS agonist mode. 360,000 compounds, 0.18% hits. activation, % at 2 µM; in the data active means activation above about 30%; further: 0% is about no effect
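TRHR-expressing cells, plated overnight in medium with 10% serum, were loaded with fluo-8 calcium dye at room temperature. After a 10 s baseline, library compound was pin-added and calcium release was recorded kinetically (ex 480/em 530) as agonist response.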
PI4K2A inh: qHTS for small molecular inhibitors of PI4K2A; Phosphatidylinositol 4-kinase type 2-alpha (Homo sapiens), Q9BTU6; purified PI4K2A, ADP-Glo luminescence, 1 h; active compounds read low; activity change, negative = inhibition, % at 76.9 µM; 420,000 compounds, 0.13% hits; AID 1346378, 2018; in the data active means activity change below about -50%; inconclusive means mostly about -30% to -49%;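 further: -100% = wells without enzyme as full effect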
Target sequence (Q9BTU6 whole entry, looked up): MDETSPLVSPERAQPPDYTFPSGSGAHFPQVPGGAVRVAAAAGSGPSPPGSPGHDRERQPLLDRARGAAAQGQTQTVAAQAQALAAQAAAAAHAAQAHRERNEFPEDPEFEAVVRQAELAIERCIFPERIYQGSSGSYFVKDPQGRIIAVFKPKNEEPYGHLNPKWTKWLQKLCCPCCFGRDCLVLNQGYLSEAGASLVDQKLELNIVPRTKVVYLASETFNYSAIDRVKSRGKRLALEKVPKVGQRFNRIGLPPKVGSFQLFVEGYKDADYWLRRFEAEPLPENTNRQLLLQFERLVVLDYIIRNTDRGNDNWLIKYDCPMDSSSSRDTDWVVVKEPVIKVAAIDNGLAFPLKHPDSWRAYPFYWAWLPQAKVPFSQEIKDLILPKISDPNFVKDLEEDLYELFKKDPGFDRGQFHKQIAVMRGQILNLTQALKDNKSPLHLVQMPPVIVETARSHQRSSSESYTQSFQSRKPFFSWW
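PI4K2A activity was measured by ADP-Glo luminescence: enzyme (4 ug/mL stock) and phosphatidylinositol (1.2 mM stock) in Tris pH 7.5/MgCl2/EGTA/Triton X-100 buffer were reacted with ATP (300 microM stock) for one hour at ambient temperature.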
* = called active by the depositor; ? = inconclusive; . = no result given; & = joins results of further samples; [ ] = dose if it differs, or a comment. Unless noted, the call rests on the fitted dose curve; in most records, active means well fitted inhibition curve with a large enough effect; inconclusive means small, poorly fitted or top-dose-only effect; inactive means no such curve, though single readings can be large or run the other way.

SMILES | USP1 inh | TrxR1 inh | IDH1 R132H inh | D2 ag | TRHR PAM | D2 antagonist | TrxR1 substrate | TRHR agonist | PI4K2A inh
CCOc1ccc(NC(=O)CN(C)C(=O)c2cn(-c3ccc(C)cc3)nc2-c2cccc(OC)c2)cc1OCC | -26% | 5% | 3% | . | . | . | -7% | . | -2
CCC(C)N(C(=O)CSc1nc(C)c(C)c(C)c1C#N)C1CCS(=O)(=O)C1 (stereo unspecified) | -8% | 40%[activator] | 15% | -0.1 | -2 | 17 | 4% | 0.0 | -3
C=CCn1c(=S)sc2c(=O)[nH]c(C)nc21 | -12% | -12% | -7% | 0.9 | 0 | -6 | -18% | -0.8 | -6
COc1ccccc1N1CCN(c2nc3ccc(C(=O)c4ccccc4)cc3n3c(C)nnc23)CC1 | -12% | 24% | 12% | 0.7 | -1 | . | 1% | 0.7 | -1
CC1(C)C(N(O)C(=O)Nc2ccccc2)N(c2cccc(Cl)c2)C(=O)N1O (stereo unspecified) | -2% | 6%[57.1 µM] | 0% | 0.2 | -5 | 3 | 4%[57.1 µM] | 0.1 | 3
CCOC(=O)Cn1nc(NC(=O)COc2ccc(F)cc2)cc1C | -16% | -10% | 6% | -0.4 | -6 | 3 | -7% | 0.3 | 7
COc1ccc(NC(=S)Nc2ccc(C)c(S(=O)(=O)N3CCCCC3)c2)cc1 | . | . | . | 1.4 | 5 | -11 | . | -1.0 | .
Cc1cc(C)c2nc(SCC(=O)NC(=O)c3cccn3C)cc(C)c2c1 | -9% | 20%[57.1 µM] | -6% | 0.0 | 3 | -24 | 4%[57.1 µM] | 0.4 | 0
COc1ccc(NC(=O)Cc2ccc(Cl)c(Cl)c2)cn1 | 9% | 16%[57.1 µM] | 8% | -0.3 | 0 | -9 | -9% | 0.5 | 4
CCCC(=O)NCCc1ccc(F)cc1 | -14% | 18% | 0% | -1.8 | 2 | 2 | 2% | -0.8 | 2
NC(=O)CCC(C(=O)O)N1C(=O)c2ccc(O)cc2C1=O (stereo unspecified) | -10% | 2% | 1% | . | 6 | . | 0% | 1.0 | 2
Brc1ccc(-c2nnc3sc(CNCc4ccc5c(c4)OCO5)cn23)cc1 | 3% | 19%[57.1 µM] | 6% | . | 5 | . | 5%[57.1 µM] | 0.1 | 5
CCCCCCCCC(=O)N/N=C(\C)c1cccnc1 | -17% | -13% | 7% | 1.2 | 8 | -12 | -7% | 1.5 | -3
O=C1NC(=O)/C(=C/c2cccc(O)c2)N1 | -18% | 13%[57.1 µM] | 14% | -1.3 | 12 | -15 | -6% | -2.4 | -7
COc1ccc(NC(C)=O)cc1NC(C)C(=O)Nc1ccc(F)c(F)c1F (stereo unspecified) | -6% | 15%[11.4 µM] | 3% | 2.5 | 4 | -14 | -1%[11.4 µM] | 0.0 | 10
CN1C(=O)c2oc3ccc(Br)cc3c(=O)c2C1c1ccncc1 (stereo unspecified) | . | . | . | -0.5 | 2 | 12 | . | 0.0 | .
CN(Cc1ccc(F)cc1)C(=O)c1cccc(S(=O)(=O)N2CCN(c3ccccc3)CC2)c1 | -7% | 2% | -3% | 0.6 | -6 | 6 | -11% | 0.5 | -2
O=C(O)CCn1c(=O)c2ccccc2c2ccccc2c1=O | -25% | 0% | 4% | 0.2 | -14 | -11 | 1% | 0.0 | 4
CCc1cccc(CC)c1NC(=O)Cn1c(=O)c(-c2cc(C)ccc2NC(C)=O)nc2ccccc21 | ? | 14% | -7% | 0.9 | 4 | . | -4% | -0.3 | -3
O=C(Nc1ccc(Cn2nnc3ccccc32)cc1)c1ccco1 | -7% | 38%[activator] | 0% | -0.7 | 2 | -14 | 22% | -0.4 | 5
O=C(Nc1cccc2nsnc12)c1ccc(F)cc1 | -17% | 6%[57.1 µM] | 3% | . | -2 | . | 9%[57.1 µM] | -0.6 | 6
C=C(C)COc1ccc(-c2n[nH]c(C)c2-c2ccc(OC)c(OC)c2)c(O)c1 | -7% | 10% | -3% | . | -4 | . | -2% | 0.4 | 4
CCC(=O)N1CCc2cc(CNS(=O)(=O)c3cccs3)ccc21 | 1% | 5%[57.1 µM] | -4% | 0.2 | -5 | . | -3%[57.1 µM] | -0.2 | -3
CCOc1ccc(N=Cc2c(C)[nH]n(-c3nc4ccccc4[nH]3)c2=O)cc1 | -23% | 11%[57.1 µM] | -5% | -0.5 | 3 | -7 | 2% | -0.5 | -22
Cc1ccc2c(Cl)c(C(=O)NCCCn3ccnc3)sc2c1 | -5% | 2% | 7% | 0.9 | 2 | -22 | -3% | 0.0 | 3

Pulled one by one from above (two):
SMILES | USP1 inh | TrxR1 inh | IDH1 R132H inh | D2 ag | TRHR PAM | D2 antagonist | TrxR1 substrate | TRHR agonist | PI4K2A inh
CCCCCCCCC(=O)N/N=C(\C)c1cccnc1 | -17% | -13% | 7% | 1.2 | 8 | -12 | -7% | 1.5 | -3
CCc1cccc(CC)c1NC(=O)Cn1c(=O)c(-c2cc(C)ccc2NC(C)=O)nc2ccccc21 | ? | 14% | -7% | 0.9 | 4 | . | -4% | -0.3 | -3

(next part)
SMILES | USP1 inh | TrxR1 inh | IDH1 R132H inh | D2 ag | TRHR PAM | D2 antagonist | TrxR1 substrate | TRHR agonist | PI4K2A inh
COc1cc(CCCN2C(=O)C(=O)NC[C@@H]2Cc2ccc(O)cc2)cc(OC)c1OC | -18% | 9%[57.1 µM] | -9% | . | -1 | . | 9%[57.1 µM] | -0.1 | 3
CN(C)S(=O)(=O)c1cccc(NC(=O)COC(=O)CNC(=O)c2cccc([N+](=O)[O-])c2)c1 | -19% | 8% | 2% | -1.3 | 8 | 2 | 4% | 0.7 | 3
O=C(N/N=C/c1ccco1)c1ccc(OCc2ccccc2)cc1 | -2% | 8%[57.1 µM] | 5% | -0.7 | -4 | 4 | -2%[2.29 µM] | -1.9 | 1
Cc1ccc(NCC(=O)Nc2ccc(Br)cc2)cc1C | -17% | -8% | -8% | 0.9 | 70* | -12 | -5% | 0.0 | -1
CCn1c(SCC(=O)NCCc2ccc(OC)c(OC)c2)nc2c1c(=O)n(C)c(=O)n2C | -5% | -4% | 4% | 0.4 | 4 | -7 | -6% | -2.2 | 4
Cc1cc(C)c(NC(=O)Cn2c(=O)n(-c3ccc(CC(=O)NCC4CCCO4)cc3)c(=O)c3ccccc32)c(C)c1 (stereo unspecified) | -4%&-15% | 19%&14% | 4%&-3% | 0.0&-0.2 | -6&-3 | -5 | 0%&1% | 0.3&0.2 | 3&-1
O=C(NC1CCN(Cc2ccc(Cl)cc2)CC1)c1cn(-c2ccccc2)nc1-c1cccnc1 | -11% | 17% | -4% | -1.5 | 7 | 74* | 2% | 1.1 | -3
O=C(Nc1nc2ccc(C(=O)N3CCCCC3)cc2s1)C1CCCCC1 | -21% | 14%[57.1 µM] | 3% | 0.3 | 5 | -19 | -6%[57.1 µM] | 1.2 | 2
COc1ccc(-c2noc(CN(C(=O)C(C)(C)C)C(C)C)n2)cc1 | -12% | -11% | 5% | -1.1 | -1 | -1 | -11% | -0.8 | 2
COc1ccc(NC2(c3ccccc3)OC(=O)c3ccccc32)cc1 (stereo unspecified) | 1% | 12%[57.1 µM] | -1% | -0.4 | -2 | -1 | 4% | 0.5 | -1
CN(CC(=O)Nc1ccc(Cl)c(Cl)c1)Cc1nnc(-c2ccc(F)cc2)o1 | -9% | 21%[57.1 µM] | 16% | 0.0 | 10 | -17 | -11%[57.1 µM] | 0.2 | 4
Cc1ccc(NC(=O)NC2CCCc3ccccc32)cc1 (stereo unspecified) | -11% | 30% | -5% | 0.9 | -7 | 3 | 7% | 0.3 | -2
CN1CCN(S(=O)(=O)c2ccc(Oc3cccc(C(F)(F)F)c3)nc2)CC1 | ? | 9% | 3% | 0.4 | 17 | -6 | -1% | -0.5 | -2
CC1(C)CC(=O)C(C(c2cccnc2)C2C(=O)CC(C)(C)CC2=O)C(=O)C1 | -13% | ? | 10% | -1.5 | -3 | 7 | 10% | 0.0 | 1
S=C(NCc1ccc(Cl)cc1)NN1CCOCC1 | -17% | 18%[57.1 µM] | 6% | 0.1 | -1 | -21 | 16%[57.1 µM] | -0.4 | -10
O=C(CSc1nc2ncc(Br)cc2[nH]1)Nc1ccccc1-c1ccccc1 | -13% | 6% | -1% | -0.6 | -5 | 17 | -11% | -0.1 | -2
COc1cc(C)cc(OC)c1OCC(=O)Nc1cc(C)on1 | -7% | 6% | 1% | 0.1 | -8 | -39 | 1% | -0.2 | 0
CCOC(=O)c1c(CN(C)C)n(C)c2ccc(OC(C)=O)cc12 | -8% | 0% | 1% | 0.4 | 2 | 17 | 7%[2.29 µM] | 0.9 | -5
CCOc1ccc(S(=O)(=O)N2CCOCC2)cc1NS(=O)(=O)c1ccc(OC)c([N+](=O)[O-])c1 | -8% | 2% | 3% | 0.2 | -8 | -11 | -4% | 0.1 | 1

Screening results (PubChem BioAssay)
